Source: PubChem (The Scripps Research Institute Molecular Screening Center)
M4 antag: human M4 muscarinic receptor antagonists, primary screen, CHO cells, Fluo-8 calcium fluorescence. Muscarinic acetylcholine receptor M4 (Homo sapiens), P08173. CHO-hM4 cells, ACh EC80. inhibition, % at 3 µM. 360,000 tested, 0.73% active. AID 624125, 2012;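 active = inhibition above its plate's cutoff, the mean inhibition of sample wells plus 3 SD, cut at about 27% in these data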;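 note: 0% = acetylcholine EC80 with DMSO and 100% = DMSO without agonist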
Target sequence (P08173 whole entry, looked up): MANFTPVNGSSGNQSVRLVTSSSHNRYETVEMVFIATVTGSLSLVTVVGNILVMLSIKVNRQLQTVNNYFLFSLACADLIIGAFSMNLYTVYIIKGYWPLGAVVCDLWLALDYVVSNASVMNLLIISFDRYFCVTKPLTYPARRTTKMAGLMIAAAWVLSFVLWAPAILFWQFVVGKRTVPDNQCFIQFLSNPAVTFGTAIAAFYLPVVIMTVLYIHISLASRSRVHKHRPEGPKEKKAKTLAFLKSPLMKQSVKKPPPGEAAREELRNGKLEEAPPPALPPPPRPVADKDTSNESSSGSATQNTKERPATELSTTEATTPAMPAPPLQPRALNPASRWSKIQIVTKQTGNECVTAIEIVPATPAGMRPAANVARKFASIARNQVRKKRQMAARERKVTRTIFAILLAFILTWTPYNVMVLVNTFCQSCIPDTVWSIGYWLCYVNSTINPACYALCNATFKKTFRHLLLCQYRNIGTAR
CHO-K1 Ca ag: counter-screen for M1 agonists: effect in parental CHO-K1 cells. 360,000 tested, 0.48% active. AID 602248, 2012. Fluo-8 calcium fluorescence; scaled to maximal ATP response, vehicle zero. activation, % at 3 µM; in the data active = activation above about 15%;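 note: untransfected CHO-K1 host cells lacking M1 receptor as counterscreen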
CHO parental Ca: ATP-evoked calcium signal inhibitors, parental CHO, primary screen, counter-screen for OX1R antagonist project, cell-based, fluorescence, Fluo-8 calcium dye; parental CHO-K1, ATP-induced calcium, Fluo-8 fluorescence; inhibition, % at 5.6 µM; 330,000 tested, 0.63% active; AID 463079, 2010;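 active = inhibition above that plate's mean sample inhibition plus 3 SD, cut at about 26% in these data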;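 note: 0% = ATP-challenged DMSO wells and 100% = DMSO wells without ATP; some compounds past the cut are filed as inactive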
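Material: parental CHO cells / Compound: single nominal dose of 5.6 µM per compound / Signal: Fluo-8 fluorescence / Replicates: singlicate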
CHRM1 PAM: human M1 muscarinic receptor positive allosteric modulators, primary screen, CHO-K1 cells, Fluo-8 calcium fluorescence, 1536-well; Muscarinic acetylcholine receptor M1 (Homo sapiens), P11229; CHO-K1 hM1, ACh EC20; 0% = ACh EC20, 100% = maximal ACh; activation, % at 3 µM; 360,000 tested, 0.088% active; AID 588819, 2011; in the data active = activation above about 19%, passing the limit was not always enough
CHRM1 agonist: human M1 muscarinic receptor agonists, primary screen, Fluo-8 calcium fluorescence, CHO-K1 cells, HTS. AID 588814, 2011. 360,000 tested, 0.33% active. activation, % at 3 µM. Muscarinic acetylcholine receptor M1 (Homo sapiens), P11229. CHO-K1 hM1, agonist mode; 0% DMSO, 100% acetylcholine EC100;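 active = activation above the run's mean compound activation plus 3 SD, cut at about 16% in these data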;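 note: peak over basal fluorescence ratio within a 140 s kinetic read after compound addition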
CHRM4 agonist: human M4 muscarinic receptor agonists, primary screen, CHO-K1 cells, Fluo-8 calcium fluorescence. Muscarinic acetylcholine receptor M4 (Homo sapiens), P08173. CHO-K1 hM4/Gqi5; vehicle 0%, full acetylcholine response 100%. activation, % at 3 µM. 360,000 tested, 0.14% active. AID 624127, 2012;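 active = activation above the run mean over all test wells plus 3 SD, cut at about 32% in these data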;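 note: peak over basal fluorescence ratio per well then scaled between controls; 0% = DMSO wells and 100% = acetylcholine at EC100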
M1 antag: human M1 muscarinic receptor antagonists, primary screen, CHO-K1 cells, Fluo-8 calcium fluorescence, 1536-well. inhibition, % at 3 µM. 360,000 tested, 1.3% active. AID 588852, 2011. Muscarinic acetylcholine receptor M1 (Homo sapiens), P11229. CHO-K1 hM1, ACh EC80 antagonist;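 active = percent inhibition above its own plate's cutoff, namely the mean of that plate's compound wells plus 3 SD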;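 note: peak over basal fluorescence ratio during 140 s after agonist addition; 0% = ACh EC80 plus DMSO and 100% = DMSO alone without agonist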
OXTR potentiate: human OXTR potentiators, primary screen, fluorescence, CHO-OTR cells, Fluo-8 calcium; Oxytocin receptor (Homo sapiens), P30559; Fluo-8 calcium fluorescence, potentiator mode; 0% = oxytocin EC15, 100% = EC100; activation, % at 3 µM; 320,000 tested, 0.061% active;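 active = activation above that plate's cutoff, the mean activation of tested compounds plus 3 SD, cut at about 6.6% in these data, passing the limit was not always enough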;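 note: 100% uses oxytocin at 75 nM as the full agonist control; some results filed as inactive read as strong as hits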
Target sequence (P30559 whole entry, looked up): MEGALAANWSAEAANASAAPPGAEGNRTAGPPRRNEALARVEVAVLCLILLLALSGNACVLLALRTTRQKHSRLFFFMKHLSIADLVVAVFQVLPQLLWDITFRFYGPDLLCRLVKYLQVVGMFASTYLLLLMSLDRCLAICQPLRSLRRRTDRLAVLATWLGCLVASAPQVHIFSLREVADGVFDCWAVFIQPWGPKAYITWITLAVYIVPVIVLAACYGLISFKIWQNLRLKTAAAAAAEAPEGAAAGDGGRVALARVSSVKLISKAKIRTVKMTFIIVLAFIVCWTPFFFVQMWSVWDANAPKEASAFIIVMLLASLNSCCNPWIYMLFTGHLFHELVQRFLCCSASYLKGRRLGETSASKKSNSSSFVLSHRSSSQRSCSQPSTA
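Dosing: Single dose, 3.0 µM nominal final compound concentration | Material: Human OTR in CHO cells | Technique: Kinetic Fluo-8 calcium fluorescence | Benchmarks: EC15 oxytocin alone as 0%, 75 nM oxytocin as 100% | Probe or stimulus: Oxytocin at about EC15, sub-maximal agonist stimulus | Incubation: Compound 6 min at room temperature before oxytocin, 100 s read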
CHO-K1 Ca antag: M1 antagonist counterscreen hit in parental CHO-K1 cells. inhibition, % at 3 µM. 360,000 tested, 0.6% active. ATP-induced calcium, Fluo-8 fluorescence;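 active = inhibition above a per-plate cutoff, the plate's mean sample inhibition plus 3 SD, cut at about 24% in these data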;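 note: 0% = DMSO plus EC80 ATP and 100% = DMSO alone without ATP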
* hit, by the source's call; . = not tested or not shown.

SMILES | M4 antag | CHO-K1 Ca ag | CHO parental Ca | CHRM1 PAM | CHRM1 agonist | CHRM4 agonist | M1 antag | OXTR potentiate | CHO-K1 Ca antag
CCC1(C)Cc2ccccc2-c2nc(NCCO)n(-c3ccccc3)c(=O)c21 (stereo not drawn) | -5 | 2.0 | -12 | 2 | -3 | 3 | 2 | -14 | 2
COc1ccccc1CN1CC(C(=O)NCc2ccc(SC)cc2)CCC1=O (stereo not drawn) | 7 | 3.1 | . | -2 | 2 | 2 | 1 | . | -10
CCCCCCOc1ccc(/C=c2\s/c(=C(/C#N)C(=O)NCc3ccco3)n(-c3ccccc3)c2=O)cc1 | -2 | 0.8 | -3 | 12 | -4 | 2 | -4 | 0 | -9
Cc1c(CCO)c(=O)n(-c2ccccc2)n1S(=O)(=O)c1ccc(F)cc1 | 1 | 2.3 | -8 | 12 | -2 | 1 | -28 | -2 | 2
Cn1c(Cn2c(=O)sc3ccccc32)nnc1SCc1ccccc1F | -11 | 0.2 | 43* | 9 | 6 | 0 | -19 | -1 | 0
CC(C)(C)C(=O)NCCc1nc2ccccc2n1CC(=O)c1ccc(Cl)cc1 | -28 | 0.9 | -20 | -1 | -5 | 5 | -3 | -8 | -4
O=C(NCc1ccccc1)NC1CC2CCC(C1)N2Cc1ccco1 (stereo not drawn) | 0 | 0.4 | -10 | 5 | -4 | 1 | -3 | -2 | -16
O=C(O)C1=C[C@@H](C2CCCCC2)C[C@@H](OCc2ccc(CO)cc2)O1 | 2 | 0.4 | -7 | 1 | -3 | 0 | 4 | -8 | -2
Cn1c(SCC(=O)Nc2ccc(C(N)=O)cc2)nc2c(c1=O)SCC2 | 12 | 0.6 | 7 | 1 | 0 | 1 | -6 | -2 | -1
CSc1nsc(SCC(=O)Nc2ccc(NC(C)=O)cc2)n1 | 6 | 5.8 | 1 | 2 | -2 | 1 | -1 | -4 | 2
NC(=O)NC(=O)CSc1ccccc1 | -5 | 0.2 | -5 | 2 | -2 | 1 | 1 | 0 | -21
CCOc1cc(OCC)cc(C(=O)N2CCC[C@@H]2C(=O)N2CCC[C@H]2C(=O)NCc2ccncc2)c1 | -6 | 1.4 | . | . | . | 3 | . | . | -27
CCc1c(C)sc(NC(=S)N2CCN(C(=O)C3CCCO3)CC2)c1C(=O)OC (stereo not drawn) | 15 | 0.5 | . | 16 | -4 | -1 | -19 | . | -9
Cc1ccc(NC(=O)Cn2nc(C)c([N+](=O)[O-])c2C)cc1C | -3 | 3.2 | -7 | 9 | -2 | 2 | -11 | -5 | -12
COC(=O)c1sccc1Oc1ccc(Cl)cc1N1C(=O)CCC1=O | -14 | 0.1 | -12 | 4 | -2 | -1 | -5 | -3 | -9
O=C(CNC(=O)[C@@H]1Cc2ccccc2CN1)NCc1ccco1 | -1 | 0.4 | -12 | -1 | -3 | 0 | 4 | -2 | -7
O=C(O)c1cccc(S(=O)(=O)Nc2ccccc2N2CCOCC2)c1 | 24 | 0.4 | -3 | -9 | -3 | 0 | 54* | 0 | -10
O=C(Cc1cccs1)NCc1cc(Cl)cc(Cl)c1 | 9 | 0.0 | -14 | -2 | -5 | -2 | 6 | 1 | -1
CC1(CCCN2C(=O)c3ccccc3C2=O)OCCO1 | -12 | 0.8 | -14 | 10 | -1 | 1 | -13 | -1 | -20
COc1ccc(NC(=O)CN(C)C(=O)c2cnc(Cl)c(Cl)c2)cc1 | 2 | 7.4 | -11 | 8 | -7 | 2 | -7 | -1 | -6

Laid out differently: results already given.
The line under a structure holds: M4 antag, CHO-K1 Ca ag, CHO parental Ca, CHRM1 PAM, CHRM1 agonist, CHRM4 agonist, M1 antag, OXTR potentiate, CHO-K1 Ca antag
Cn1c(Cn2c(=O)sc3ccccc32)nnc1SCc1ccccc1F
  -11, 0.2, 43*, 9, 6, 0, -19, -1, 0
CC(C)(C)C(=O)NCCc1nc2ccccc2n1CC(=O)c1ccc(Cl)cc1
  -28, 0.9, -20, -1, -5, 5, -3, -8, -4
O=C(NCc1ccccc1)NC1CC2CCC(C1)N2Cc1ccco1 (stereo not drawn)
  0, 0.4, -10, 5, -4, 1, -3, -2, -16
O=C(O)C1=C[C@@H](C2CCCCC2)C[C@@H](OCc2ccc(CO)cc2)O1
  2, 0.4, -7, 1, -3, 0, 4, -8, -2
Cn1c(SCC(=O)Nc2ccc(C(N)=O)cc2)nc2c(c1=O)SCC2
  12, 0.6, 7, 1, 0, 1, -6, -2, -1
CSc1nsc(SCC(=O)Nc2ccc(NC(C)=O)cc2)n1
  6, 5.8, 1, 2, -2, 1, -1, -4, 2
NC(=O)NC(=O)CSc1ccccc1
  -5, 0.2, -5, 2, -2, 1, 1, 0, -21
CCOc1cc(OCC)cc(C(=O)N2CCC[C@@H]2C(=O)N2CCC[C@H]2C(=O)NCc2ccncc2)c1
  -6, 1.4, ., ., ., 3, ., ., -27
CCc1c(C)sc(NC(=S)N2CCN(C(=O)C3CCCO3)CC2)c1C(=O)OC (stereo not drawn)
  15, 0.5, ., 16, -4, -1, -19, ., -9
Cc1ccc(NC(=O)Cn2nc(C)c([N+](=O)[O-])c2C)cc1C
  -3, 3.2, -7, 9, -2, 2, -11, -5, -12
COC(=O)c1sccc1Oc1ccc(Cl)cc1N1C(=O)CCC1=O
  -14, 0.1, -12, 4, -2, -1, -5, -3, -9
O=C(CNC(=O)[C@@H]1Cc2ccccc2CN1)NCc1ccco1
  -1, 0.4, -12, -1, -3, 0, 4, -2, -7
O=C(O)c1cccc(S(=O)(=O)Nc2ccccc2N2CCOCC2)c1
  24, 0.4, -3, -9, -3, 0, 54*, 0, -10

Continued.
SMILES | M4 antag | CHO-K1 Ca ag | CHO parental Ca | CHRM1 PAM | CHRM1 agonist | CHRM4 agonist | M1 antag | OXTR potentiate | CHO-K1 Ca antag
COc1ccccc1CNC(=O)CN(C)S(=O)(=O)c1ccc(F)cc1 | -8 | 0.1 | -13 | -7 | -11 | 2 | 0 | -6 | -16
C[C@H](NC(=O)c1ccccc1Cl)C(=O)OCC(=O)NNC(=O)c1cccs1 | -15 | -0.1 | 3 | 11 | 0 | -1 | -13 | -10 | 5
CCc1ccc(NC(=O)C(C)OC(=O)Cc2cc(OC)c(OC)c(OC)c2)cc1 (stereo not drawn) | 11 | -0.2 | -22 | -1 | -3 | 3 | 8 | -9 | -8
CCCN(CCC)C(=O)c1ccc2c(c1)S(=O)(=O)c1ccccc1C2=O | 2 | 1.9 | -11 | -1 | -1 | 3 | 2 | 0 | -1
CC(C)COC(=O)N1C[C@H](O)C[C@H]1C(=O)Nc1ccc(Cl)cc1 | 0 | 3.3 | -5 | 7 | -1 | 3 | -1 | -2 | -10
COc1ccc(OC)c(NC(=O)c2ccc3c(c2)C(=O)N(CC2CCCO2)C3=O)c1 (stereo not drawn) | 0 | 0.6 | -1 | -4 | -2 | 2 | 3 | 2 | 1
CC(=O)Nc1cccc(C(=O)Nc2ccc(S(=O)(=O)NC3=NCCCCC3)cc2)c1 | -2 | 2.3 | -5 | 4 | -2 | 1 | 0 | -1 | -6
O=C(NCCCN1CCCC1=O)c1cc(S(=O)(=O)N2CCN(c3ccccc3)CC2)ccc1Cl | -2 | 0.5 | . | 4 | 7 | 0 | -7 | . | -16
CC(C)[C@H](NC(=O)c1ccccc1)C(=O)OCC(=O)c1ccccc1F | 4 | 0.8 | -11 | 3 | -4 | 1 | 1 | -1 | -4
CCCCOc1ccc(N(CC(=O)NC2CCCCC2)C(=O)CCC(=O)Nc2ccccn2)cc1 | -8 | -0.1 | -3 | 12 | -5 | 1 | -11 | -4 | -9
O=C(Cn1ncc2c([nH]c3ccccc32)c1=O)N1CCN(c2ccccn2)CC1 | 6 | 0.1 | -12 | 12 | 6 | 1 | -2 | -8 | 3
CCOC(=O)c1[nH]c2c(c1C)C(=O)CC(c1ccc(OC)c(OC)c1)C2 (stereo not drawn) | -1 | 6.2 | -16 | 7 | 0 | 3 | -11 | -21 | -3
COc1ccc(Cc2nnc(SC)[nH]c2=O)cc1OC | -1 | 0.1 | -7 | 9 | -2 | 0 | -14 | -16 | -9
CCc1cccc2c1NC(=O)C2=O | -7 | 3.2 | . | 8 | 4 | 1 | -1 | . | -12
COC(=O)C1CCN(Cc2nnc(-c3ccccc3)o2)CC1 | -3 | 3.8 | -11 | -2 | -2 | 2 | -3 | -2 | -9
O=C(NCCO)/C(=C\c1ccc(Br)cc1)NC(=O)c1cccs1 | 0 | 0.8 | 6 | 9 | -2 | 1 | -6 | -3 | -3
O=C(CNC(=O)c1ccco1)OCc1ccc(Br)cc1 | -10 | 0.4 | 2 | 6 | -2 | 1 | -1 | -2 | 3
O=C(COc1ccc2ccc(=O)oc2c1)NCc1ccccn1 | 0 | 0.4 | -2 | 4 | -2 | 3 | -8 | -1 | -17
O=C(Nc1ccc(Cl)cc1)c1ccc(Br)cc1F | -7 | 1.3 | 20 | 0 | -13 | 1 | -9 | -8 | -8
OC(c1cccc(Cl)c1)c1nc(-c2ccoc2)cs1 (stereo not drawn) | -2 | 0.8 | . | 8 | -5 | 1 | -9 | . | -3
Cc1ccc(C(=O)N(CC(=O)NC2CCCC2)c2ccc3c(c2)OCCO3)s1 | 1 | 3.3 | -15 | 5 | -3 | 0 | -8 | -7 | -19
COc1cccc(CN(C)CC(=O)Nc2ccccc2N2CCOCC2)c1OC | -1 | 3.0 | -14 | -3 | -3 | 4 | 8 | 8 | -6
CC(C)S(=O)(=O)C1=NSC2=NC(=O)/C(=C\c3ccc(OC(=O)c4ccco4)cc3)C(=N)N21 | -13 | 0.7 | 10 | 10 | -1 | 2 | -10 | -9 | -2
Cc1ccc(N(Cc2ccccc2O)C(=O)c2ccccc2F)cc1 | -8 | 0.0 | . | 5 | -4 | -2 | -10 | . | 2
CC#CCCCC(=O)Nc1ccccc1C(=O)O | 6 | 0.3 | -7 | 8 | 0 | -1 | -4 | -4 | 0
COc1ccc(-c2nc(=S)c3ccc4ccccc4c3[nH]2)cc1 | -3 | 0.3 | . | 5 | -4 | 2 | -4 | . | 1
